Compound activity from PubChem BioAssay.
TRAIL sens C8 = sensitizes caspase-8 expressing cells to TRAIL; inhibition (viability loss, TRAIL sensitization), % at 10 µM; AID 624354; 1% of 360,000 active; NB7+C8 cells + TRAIL, ATPlite viability luminescence;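 active means compounds causing at least 50% loss of cell viability in the single-dose screen, relative to plate controls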
NCOA2 inhibitor = inhibits human steroid receptor coactivator 2 | Q15596 | HEK293 GAL4-SRC2 luciferase reporter, luminescence | inhibition, % at 9 µM | 0.17% of 370,000 active;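 active means inhibition above the mean inhibition of all tested compounds plus 3 SD, set per campaign, cut at about 52% in these data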;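 further: 0% = DMSO treated cells and 100% = cells given Gossypol at 36 µM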
LMP1 NFkB inh = inhibitors of Epstein-Barr LMP1-induced NF-kappaB reporter. LMP1-induced NF-kappaB luciferase reporter cells, luminescence. inhibition, % at 12.5 µM. 0.69% of 350,000 active. AID 504558; in the data active means inhibition above about 41%;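 further: 0% = neutral control wells and 100% = reference inhibitor control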
TROY NFkB inh = TROY signaling inhibition; Q293 LMP1-TROYcd NF-kB luciferase reporter, 4 h; inhibition, % at 10 µM; 0.98% of 360,000 active; AID 1347056;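 active means compounds whose plate-normalised and pattern-corrected inhibition of the luciferase reporter signal at the single screening dose is 50% or more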
NOD2 RIPK2 PPI = NOD2-RIPK2 protein interaction inhibition; O43353; CHO BLA complementation NOD2-RIPK2, CCF4 ratio; inhibition, % at 4.98 µM; 0.38% of 360,000 active; in the data active means inhibition above about 21%;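 further: 0% = vehicle only and 100% = reference blocker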
Target sequence (O43353 whole entry, looked up): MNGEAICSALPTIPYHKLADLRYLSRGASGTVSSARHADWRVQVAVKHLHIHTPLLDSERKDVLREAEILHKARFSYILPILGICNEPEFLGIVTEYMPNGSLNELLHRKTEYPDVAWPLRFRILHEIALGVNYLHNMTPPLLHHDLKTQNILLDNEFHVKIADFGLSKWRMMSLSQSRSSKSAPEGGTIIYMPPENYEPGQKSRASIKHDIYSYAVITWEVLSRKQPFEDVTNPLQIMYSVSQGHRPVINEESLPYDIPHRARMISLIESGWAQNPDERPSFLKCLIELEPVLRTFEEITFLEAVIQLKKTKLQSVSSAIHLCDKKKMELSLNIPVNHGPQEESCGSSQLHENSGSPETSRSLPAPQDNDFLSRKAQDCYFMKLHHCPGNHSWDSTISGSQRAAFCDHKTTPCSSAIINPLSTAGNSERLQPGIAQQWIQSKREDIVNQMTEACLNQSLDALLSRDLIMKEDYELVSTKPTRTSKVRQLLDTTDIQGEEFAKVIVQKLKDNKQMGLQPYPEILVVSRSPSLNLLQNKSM
SRC3 inh = inhibits human SRC3 coactivator; Q9Y6Q9; HEK293 GAL4-SRC3 luciferase reporter, luminescence; inhibition, % at 3.6 µM; 0.17% of 360,000 active; AID 588352;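 active means inhibition above a per-campaign cutoff, the mean of all compounds plus 3 SD, cut at about 60% in these data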;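 further: 0% = DMSO-treated cells and 100% = gossypol-treated cells at 36 µM; higher means less SRC3-driven luciferase light from the GAL4 reporter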
TLR9-MyD88 inh = TLR9-MyD88 interaction inhibition. CHO BLA complementation TLR9-MyD88, CCF4 FRET ratio. Q9NR96+Q99836. 0.21% of 340,000 active. inhibition, % at 4.98 µM. AID 504734;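 active means inhibition above the mean over all tested compounds plus 3 SD, cut at about 21% in these data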;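 further: 0% = DMSO only wells and 100% = clavulanate BLA inhibitor control wells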
LRH-1 inv ag = inverse agonists of human LRH-1 (NR5A2); HEK293T StAR-luciferase reporter, LRH-1 transfected, 24 h; inhibition, % at 3.6 µM; 0.13% of 360,000 active;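 active means inhibition above the mean inhibition of all tested compounds plus 3 SD, cut at about 73% in these data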;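 further: 0% = DMSO wells and 100% = reporter-only cells lacking LRH-1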
SRC1 inh = inhibitors of human steroid receptor coactivator 1 (SRC1) | 0.12% of 360,000 active | HEK293 GAL4-SRC1 luciferase reporter, luminescence | inhibition, % at 3.6 µM | AID 588354 | Q15788;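 active means inhibition above the campaign mean plus 3 SD, with each screening campaign given its own cutoff, cut at about 60% in these data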;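 further: 0% = DMSO treated cells and 100% = gossypol at 36 µM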
NR2F2 inh = NR2F2 (human) inhibition, primary screen; P24468; HEK293T NGFI-A luciferase reporter, luminescence; inhibition, % at 8.6 µM; 0.7% of 370,000 active;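 active means inhibition above a per-plate cutoff, mean inhibition of test wells between control levels plus 3 SD, cut at about 38% in these data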;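 further: cells cotransfected with COUP-TFII expression vector driving the NGFI-A reporter; 0% = median of COUP-TF2 test wells and 100% = reporter-only cells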
Target sequence (P24468 whole entry, looked up): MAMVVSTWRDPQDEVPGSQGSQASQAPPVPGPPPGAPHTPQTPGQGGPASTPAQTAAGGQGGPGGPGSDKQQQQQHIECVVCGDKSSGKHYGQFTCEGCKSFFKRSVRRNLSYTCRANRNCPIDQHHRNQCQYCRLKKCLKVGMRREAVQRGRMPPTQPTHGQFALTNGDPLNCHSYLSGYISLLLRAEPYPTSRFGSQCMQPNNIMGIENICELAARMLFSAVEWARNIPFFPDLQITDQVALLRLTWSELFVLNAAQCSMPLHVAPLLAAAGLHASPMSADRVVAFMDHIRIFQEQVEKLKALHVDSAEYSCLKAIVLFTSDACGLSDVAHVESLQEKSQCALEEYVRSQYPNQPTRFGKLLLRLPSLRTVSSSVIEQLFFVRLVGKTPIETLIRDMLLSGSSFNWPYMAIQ
TWEAK-Fn14 inh = inhibitors of TWEAK-Fn14 interaction signaling. TWEAK-stimulated Fn14 reporter cells, luciferase luminescence, 8 h. inhibition, % at 10 µM. 2% of 360,000 active; in the data active means inhibition above about 50%
Active calls of the source: *; · = no result given. These rows are one share of the data; count on the stated rates, not on these rows.

Below each compound: TRAIL sens C8, NCOA2 inhibitor, LMP1 NFkB inh, TROY NFkB inh, NOD2 RIPK2 PPI, SRC3 inh, TLR9-MyD88 inh, LRH-1 inv ag, SRC1 inh, NR2F2 inh, TWEAK-Fn14 inh
COc1ccccc1CNCCS(=O)(=O)NCc1ccccc1OC
  -9, 9, -1, -3, -3, -5, 0, -7, -15, 5, 13
CC(=O)c1ccc(NC(=O)/C(C#N)=C/c2ccncc2)cc1
  -7, -10, 2, 15, 4, 5, -19, 21, -15, -1, 2
O=C(COC(=O)C1COc2ccccc2O1)Nc1ccccc1OC(F)F (stereo unspecified)
  -12, -20, -9, -9, -1, 4, -2, 3, 2, 6, 13
Cc1cc(NC(=O)c2sc(Nc3ccc(F)cc3)nc2N)no1
  -6, -15, -16, 9, 3, -7, -9, -19, -17, 6, -16
COc1ccc(-n2nnnc2/C(=C/N(C)C)C(=O)c2ccccc2)cc1
  1, -24, 2, -22, 8, 15, 4, -10, 0, 3, -8
COCCNC(=O)CCC(=O)NNc1nc2ccccc2c2nc(-c3ccccc3)nn12
  0, -14, 0, -20, -6, 1, 5, 2, -16, -9, -2
C=CCn1c(SC(C)C#N)nc2sc(CC)cc2c1=O (stereo unspecified)
  -8, 17, -3, 2, -11, 17, -1, 1, -4, -20, -3
COc1ccc(C(=O)NNC(=O)c2ccccc2[N+](=O)[O-])cc1
  19, -17, -6, -42, -2, -20, -1, -28, -33, -5, -2
C[C@H](CO)N1C[C@H](C)[C@@H](CN(C)S(=O)(=O)c2ccccc2)Oc2ccc(NC(=O)Nc3ccccc3)cc2C1=O
  11, -15, 5, -6, -5, 7, -5, -28, 11, 12, 22
COc1ccccc1Nc1nnc(SCC(=O)c2cc(C)n(CC3CCCO3)c2C)s1 (stereo unspecified)
  -9, 3, -1, 17, 5, -9, 9, 20, -16, 3, -2
Cc1cc(NC(=O)c2ccno2)no1
  1, -11, 5, 15, -15, 21, 2, 18, -32, -7, 5
CC(=O)N1CC[n+]2c(-c3ccc(Cl)cc3)csc21
  -2, -14, -1, -3, -9, 14, 3, 20, 4, 14, -99
Nc1cccc(-c2cccc3nncn23)c1
  -1, -18, ·, 1, 4, 0, ·, -21, -3, -4, -3
O=C(NC1CCCCCCC1)c1cccc(Cl)c1
  4, -52, -13, -54, 0, -80, -1, -85, -104, -25, -17
CCO/C=C1\C(=O)N(CC)c2ccccc21
  12, -4, 8, 3, 2, 0, -8, -3, 0, 7, 18
CC(=O)OC1CC(C)(C)N(OC(=O)c2ccccc2)C(C)(C)C1
  -2, 0, 4, 9, 0, 7, 1, 28, 7, -3, -1
COc1ccccc1-c1nnc(SCC(=O)Nc2ccc(N3CCOCC3)cc2)n1N
  6, -9, -6, -16, -5, -12, 0, 14, -20, -8, 11
Cc1ccn2c(CNC(C)CCn3cccn3)c(C(=O)N3CCCCCC3)nc2c1 (stereo unspecified)
  -12, -12, 0, -1, 1, 8, 3, 12, -296, 12, -1
COc1ccc(-c2nnn(CC(=O)N(Cc3ccccc3Cl)C(C(=O)NCC3CCCO3)c3ccco3)n2)cc1OC (stereo unspecified)
  4, 95*, 4, -8, -7, 11, 9, -14, -11, 7, 18
CCOCCCNC(=O)C(NC(=O)c1ccc(=O)[nH]c1)c1ccccc1 (stereo unspecified)
  3, -42, -6, 18, -8, 5, 3, 14, -8, 2, 1
CN(C(=O)c1ccncc1)C1CCCCC1
  -13, 7, -2, -3, 2, -1, -6, -25, -1, 7, 9
O=C(C[C@H]1CC[C@H]2[C@@H](COC[C@@H](O)CN2S(=O)(=O)c2ccc(F)cc2)O1)N[C@@H]1CCN(Cc2ccccc2)C1
  -6, -8, ·, ·, -7, ·, ·, 4, ·, -17, ·
Cc1nc2ncnn2c(N2CCCC(C(=O)Nc3ccccc3Br)C2)c1C (stereo unspecified)
  12, 6, 10, 8, 2, 21, 4, 20, 5, 13, -13
CCc1ccc(C(C)NC(=O)Cc2ccc(F)cc2)cc1 (stereo unspecified)
  -3, -1, -3, 0, -5, 11, -6, 2, -13, 8, -2
Cc1cc2n(n1)C(c1ccco1)Nc1ccccc1-2 (stereo unspecified)
  -19, -6, 10, 6, -7, -18, 10, -2, -11, -5, -13
O=c1cc(CN2CCN(Cc3ccccc3)CC2)c2cc3c(cc2o1)CCC3
  31, -14, 12, 0, 7, 11, -6, -12, -6, -3, -9
COC(=O)C1CCN(C(=O)c2c(-c3ccccc3Cl)noc2C)CC1
  6, 2, 11, 31, -1, 4, 5, 15, 4, 2, 12
O=c1cc(COc2ncnc3ccccc23)nc2sccn12
  2, 9, 2, -21, -5, 13, 1, 7, -5, 4, 19
COc1ccc(-c2nnc(SCc3nc4ccccc4c(=O)[nH]3)o2)cc1
  -15, -11, -15, 56*, 5, 1, 7, 14, 0, 16, 51*
Cc1ccc(S(=O)(=O)NCC(=O)NCC(=O)N(C)Cc2ccc3ccccc3c2)cc1C
  -7, 13, 2, 23, 13, -5, 1, 6, 9, 27, 26
Cc1ccc(/C=N/Nc2cccc3cccnc23)c(O)c1
  38, -38, -69, -20, -5, -98, -11, -67, -105, -8, 8
Cc1ccc(OCCN2CCN(C(=O)CCC(=O)Nc3nnc(C)s3)CC2)cc1
  -9, 8, 1, 4, 6, -1, -6, 0, 0, -4, 6
COc1cc(/C=C/C(=O)OCC(=O)N2CCOCC2)ccc1OCC#N
  -2, 7, -5, 10, 4, 8, 4, 10, -9, 6, 16
COc1ccc(NC(=O)C(=O)NCCCn2ccnc2)cc1
  13, -21, -4, -21, -2, 11, 3, -6, 13, -19, -20
Cc1ccccc1NC(=O)Cc1nc(COC(=O)C(C)(C)Oc2ccc(Cl)cc2)cs1
  -5, 12, -2, 32, -12, 6, 3, 0, -3, 22, 18
NC(=O)c1cc[n+](Cc2ccc([N+](=O)[O-])cc2)cc1
  -7, 7, 1, 13, 3, -1, -2, 10, 7, 12, 13
CC(C)[C@@H](C(=O)NC1CC1)N1C(=O)N2CCc3c([nH]c4ccccc34)[C@@]2(C)C1=O
  -9, 9, -2, 14, -9, -3, -7, -5, -12, 13, 11
CC1CN(S(=O)(=O)c2ccc(CN3C(=O)c4cccnc4C3=O)s2)c2ccccc2O1 (stereo unspecified)
  12, 10, 10, 27, 4, 23, -5, 10, 6, 11, -18
Cc1nc2nc(SCC(=O)NCCCN3CCCCCC3)nn2c(C)c1Cc1ccccc1Cl
  -1, -37, 2, -11, -3, -1, 6, -1, -22, -14, -5
Cc1ccc(OCCn2c(NC(=O)c3ccco3)nc3ccccc32)cc1
  25, 3, 2, ·, -7, 2, 7, 17, 18, -1, -12
O=C(O)c1ccc(NC(=O)C2C3CCC(C3)C2C(=O)O)cc1 (stereo unspecified)
  3, -11, -5, 20, -12, 17, 8, 14, -2, -2, 8
Cc1ccc(Cl)cc1NC(=S)N1CCC(c2ccccc2)C1 (stereo unspecified)
  5, -25, 1, -11, -5, 5, -4, 6, -14, -1, -14
O=C(CCN1CCc2ccccc2C1)Nc1ccc(F)c(F)c1
  -10, -1, 0, 19, 1, 3, -5, 6, -10, 7, -20
O=C1NC2(CCCCC2)N=C1c1ccccc1
  -1, 8, 7, -15, -11, -5, 1, -1, -1, -14, 26
CCOC(=O)Cc1csc(NC(=O)c2ccc(Cl)nc2)n1
  18, 8, 8, 14, -1, 25, 10, -23, 18, 2, 7
O=C(Nc1nnc(S(=O)(=O)N2CCOCC2)s1)c1ccc(Cl)cc1
  -12, -38, 1, -17, -2, -5, -13, -26, -4, -6, -10
COc1ccc(NC(=O)CN2C(=O)COc3ccc(S(=O)(=O)N4CCCCCC4)cc32)cc1
  6, -12, -8, 9, -7, -2, -9, -1, 4, 12, -1
CC(C)Oc1ccc(C2CC(=O)N(c3ccc(C(=O)O)cc3)C2=O)cc1 (stereo unspecified)
  -2, 1, -2, -4, -7, 9, 1, -5, 6, -1, 1
Cc1nn(C(C)C(=O)NCc2ccccc2Cl)c(=O)c2c1sc1ccccc12 (stereo unspecified)
  3, -2, -9, 6, 1, 14, 1, 6, -20, -5, 19
O=C(NCc1ccccn1)C1CCN(S(=O)(=O)c2cccs2)CC1
  -1, 1, -8, 8, -7, -32, -1, 14, 7, 17, 0

The results go on.
Below each compound: TRAIL sens C8, NCOA2 inhibitor, LMP1 NFkB inh, TROY NFkB inh, NOD2 RIPK2 PPI, SRC3 inh, TLR9-MyD88 inh, LRH-1 inv ag, SRC1 inh, NR2F2 inh, TWEAK-Fn14 inh
CC(=O)c1ccc2c(c1)N(C)c1ccccc1S2
  6, -4, -19, -39, -4, 17, 10, 10, 1, -3, 1
CN1C(=S)SC(C)(C)C1N(O)C(=O)Nc1ccc(Cl)cc1 (stereo unspecified)
  -4, -25, -2, -28, -3, 2, -1, -13, 1, 1, -5
FC(F)Sc1ccc(NC(=S)NC(c2ccccc2)c2ccccc2)cc1
  -4, -17, 1, 52*, 6, 17, 10, 16, 16, -2, 54*
Cc1cccc(NC(=O)CCNC(=O)c2ccc(Br)cc2)c1C
  -5, -7, 7, 1, -12, -6, 5, 24, -48, -1, -12
COc1ccc(S(=O)(=O)Nc2cc3c4c(oc3c3ccccc23)CCCC4=O)cc1
  -23, -25, 10, 15, 1, 18, -3, 54, 11, 12, 3
CN(Cc1ccccc1)C(=O)CN(Cc1ccccc1)S(C)(=O)=O
  -11, 7, -2, 19, 1, 9, -4, -2, -4, 1, -8
COc1ccc(NC(=O)c2ccc(CN3CCc4ccccc4C3)cc2)cc1OC
  -7, -34, 1, 16, -2, -3, -1, 4, 2, -3, -17
CCc1nc(Nc2ccccc2O)c2oc3ccccc3c2n1
  8, -15, -2, -10, -1, -20, -12, -4, -37, -6, -12
COC(=O)c1sc2nc3c(cc2c1N)CCCC3
  30, -52, -13, -78, 8, -99, -2, -144, -92, -62, 16
COc1ccc(N2CCN(C(=O)C3CCN(C(=O)c4ccc([N+](=O)[O-])cc4)CC3)CC2)cc1
  -19, 3, 0, 19, 4, 13, -3, 11, 1, -2, 18
CCCc1cc(=O)oc2cc(C)cc(OCC(=O)NC(Cc3ccc(Cl)cc3)C(=O)O)c12 (stereo unspecified)
  2, 1, -5, -13, 5, 6, -10, -30, -4, 8, -8
COCCn1c(-c2ccc3ccccc3c2)nc2c1c(=O)[nH]c(=O)n2CC(C)C
  -29, 10, 2, -16, 0, 8, -10, 14, 11, 11, 10
O=C(c1ccco1)N1CCN(C(=O)c2cccs2)CC1
  -3, 16, 2, -4, -3, -2, 7, 25, 3, 6, 24
O=C(c1cc([N+](=O)[O-])cc([N+](=O)[O-])c1)N(Cc1nnc(-c2ccccc2Cl)o1)C1CC1
  -6, 1, -15, 3, 5, 6, 0, 18, 7, 17, 18
CCOCCCNC(=O)C(c1ccc(OC)cc1)N(Cc1ccc2c(c1)OCO2)C(=O)CNC(C)=O (stereo unspecified)
  -3, -3, 5, 5, -6, -3, -4, 0, -13, 7, -2
Cc1ccccc1-c1nc(CS(=O)(=O)CC(=O)NCCCN2CCN(C)CC2)c(C)o1
  5, -15, 0, -19, -1, 6, 5, 1, 17, -11, -10
COc1cc2[nH]c(C(=O)N(C)C3CCS(=O)(=O)C3)cc2c(OC)c1OC (stereo unspecified)
  -1, -2, -4, -6, -3, 9, -20, -17, 8, -6, 1
CC(C)NCCCOc1ccc(Cl)cc1Br
  8, 11, 3, 19, 2, -7, 4, -9, 7, 36, -1
COc1cccc(NC(=S)N(Cc2cccc(Br)c2)CC2CCC(C(=O)O)CC2)c1 (stereo unspecified)
  -4, -1, 3, -15, -7, 2, 2, -6, -10, 39*, -17
